RGS4-Gao reg – modulators of RGS4 binding to Galphao, primary screen, biochemical, multiplexed bead flow cytometry; Guanine nucleotide-binding protein G(o) subunit alpha (Homo sapiens), P09471; actives lie on both sides; binding response (% of control), % at 10 µM; 0.33% of 220,000 active; in the data active = binding response below about 49% or above about 150%; inactive = in between;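 note: fluorescent Galphao activated with aluminum fluoride binding bead-coupled RGS4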
Target sequence (P09471 whole entry, looked up): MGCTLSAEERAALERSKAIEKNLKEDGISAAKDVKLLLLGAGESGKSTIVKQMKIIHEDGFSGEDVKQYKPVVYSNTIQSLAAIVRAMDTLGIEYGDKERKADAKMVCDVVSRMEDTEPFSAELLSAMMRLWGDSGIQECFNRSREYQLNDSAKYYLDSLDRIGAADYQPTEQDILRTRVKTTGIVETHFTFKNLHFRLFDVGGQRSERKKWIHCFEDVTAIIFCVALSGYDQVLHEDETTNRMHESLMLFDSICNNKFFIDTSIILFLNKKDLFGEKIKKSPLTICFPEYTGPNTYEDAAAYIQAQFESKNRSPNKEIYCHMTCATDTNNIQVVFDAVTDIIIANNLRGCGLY
Mcl1 Bid PPI – Mcl-1/Bid binding inhibitors, primary screen, biochemical, TR-FRET, 1536-well; TR-FRET Mcl-1/Bid-Dy647 peptide binding; inhibition, % at 21.7 µM; 0.97% of 220,000 active; AID 1021, 2008;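 active = compounds that cut the binding signal by more than half at the single screening dose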;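 note: His-tagged Mcl-1 with europium anti-His antibody binding Bid BH3 peptide; 0% = Mcl-1 plus peptide wells and 100% = peptide-only wells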
Target sequence (Q07820 whole entry, looked up): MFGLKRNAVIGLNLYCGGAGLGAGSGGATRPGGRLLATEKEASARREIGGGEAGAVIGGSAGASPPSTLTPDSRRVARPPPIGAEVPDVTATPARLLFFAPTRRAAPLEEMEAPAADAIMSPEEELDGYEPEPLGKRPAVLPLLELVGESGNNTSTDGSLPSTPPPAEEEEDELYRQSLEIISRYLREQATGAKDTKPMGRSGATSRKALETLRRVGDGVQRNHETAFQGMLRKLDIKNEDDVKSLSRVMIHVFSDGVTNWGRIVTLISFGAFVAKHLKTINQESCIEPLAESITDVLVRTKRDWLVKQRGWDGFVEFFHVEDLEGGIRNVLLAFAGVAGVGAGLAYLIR
RGS8-Gao reg – RGS8-Galphao binding modulators, primary screen, biochemical, multiplexed bead flow cytometry; Guanine nucleotide-binding protein G(o) subunit alpha (Homo sapiens), P09471; actives lie on both sides; response (percent of control binding), % at 10 µM; 0.34% of 220,000 active; AID 1423, 2008; in the data active = response below about 60% or above about 140%; inactive = in between;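 note: Galphao activated as the GDP aluminium fluoride complex binding bead-coupled RGS8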
Bcl-B Bim block – inhibitors of Bim-Bcl-B binding, primary screen, biochemical, multiplexed, human Bcl-2 family; bead-based flow cytometry, Bim peptide-Bcl-B binding; Bcl-2-like protein 10 (Homo sapiens), Q9HD36; 0.073% of 190,000 active; AID 951, 2007; inhibition, % at 10 µM;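 note: 0% = tracer peptide without compound and 100% = reference inhibitor peptide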
Bim-Bfl-1 – inhibitors of Bim binding to Bfl-1, primary screen, biochemical, multiplexed, bead-based flow cytometry. inhibition, % at 10 µM. AID 1008, 2008. Bim-Bfl-1 binding inhibition. Bcl-2-related protein A1 (Homo sapiens), Q16548. 0.12% of 190,000 active;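 note: 0% = wells without compound plus tracer and 100% = blocker peptide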
Bim-Bcl-2 – inhibitors of Bim-Bcl-2 binding, primary screen, biochemical, multiplexed, human Bcl-2 family; Bead-based flow cytometry, Bim peptide-Bcl-2 binding; 0.06% of 190,000 active; inhibition, % at 10 µM; Apoptosis regulator Bcl-2 (Homo sapiens), P10415; in the data active = inhibition above about 40%;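 note: 0% = no compound wells with probe peptide and 100% = reference peptide inhibitor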
Target sequence (P10415 whole entry, looked up): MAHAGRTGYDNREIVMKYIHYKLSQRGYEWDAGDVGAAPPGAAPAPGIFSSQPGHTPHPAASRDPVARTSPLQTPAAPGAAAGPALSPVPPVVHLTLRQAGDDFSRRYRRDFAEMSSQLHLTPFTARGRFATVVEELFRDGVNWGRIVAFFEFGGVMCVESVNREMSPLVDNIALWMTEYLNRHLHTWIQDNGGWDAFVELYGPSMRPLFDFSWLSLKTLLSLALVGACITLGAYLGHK
Mcl-1 Bim block – inhibitors of Bim peptide binding to Mcl-1, primary screen, biochemical, bead-based flow cytometry, multiplex. Induced myeloid leukemia cell differentiation protein Mcl-1 (Homo sapiens), Q07820. Bim peptide-Mcl-1 binding. inhibition, % at 10 µM. 0.1% of 190,000 active. AID 1009, 2008;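 note: 0% = no compound tracer wells and 100% = peptide blocker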
GSH bead fluor – compound fluorescence on glutathione beads, profiling panel, artefact control, biophysical, 488/530 nm, flow cytometry | 0.25% of 190,000 active | GSH beads flow cytometry, compound fluorescence 488/530 nm; active compounds read high | AID 1776, 2009 | fluorescence (KMESF) at 10 µM; in the data active = fluorescence above about 89;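 note: glutathione beads carrying GST-tagged Bcl family fusion proteins plus one bare bead set; values are compound well signal with DMSO vehicle wells as background; inactives centre near 16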
RGS7-Gao reg – RGS7-Galphao binding modulators, primary screen, biochemical, multiplexed bead flow cytometry; actives lie on both sides; binding response (% of control), % at 10 µM; 0.35% of 220,000 active; AID 1439, 2008; in the data active = binding response below about 49% or above about 150%;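 note: fluorescent Galphao held in activated GDP-AlF4 state binding bead-coupled RGS7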
Bcl-XL Bim block – inhibitors of Bim-Bcl-XL binding, primary screen, biochemical, multiplexed, bead flow cytometry, human Bcl-XL. Bcl-2-like protein 1 (Homo sapiens), Q07817. Bim peptide-Bcl-XL binding, fluorescence. inhibition, % at 10 µM. 0.04% of 190,000 active. AID 1007, 2008
Bim-Bcl-W – inhibitors of Bim binding to Bcl-W, primary screen, biochemical, multiplexed, bead-based flow cytometry; Bcl-2-like protein 2 (Homo sapiens), Q92843; Bim peptide-Bcl-W binding; inhibition, % at 10 µM; 0.02% of 190,000 active; AID 952, 2007;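 note: 0% = bound tracer without compound and 100% = peptide blocker; higher means less fluorescent Bim peptide bound to Bcl-W beads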
The depositor's hits bear a star; / = not tested or not shown. Cut-off read from the data, not from the text of the source, unless noted: active = inhibition above about 40%.

SMILES	RGS4-Gao reg	Mcl1 Bid PPI	RGS8-Gao reg	Bcl-B Bim block	Bim-Bfl-1	Bim-Bcl-2	Mcl-1 Bim block	GSH bead fluor	RGS7-Gao reg	Bcl-XL Bim block	Bim-Bcl-W
O=C(NCc1ccc(F)cc1)C1C2C=CC3(CN(Cc4cccnc4)C(=O)C13)O2 (configuration not stated)	100	-52	102	-1	-4	-6	-1	8	100	0	-1
COc1ccc(/C=N/OCC(=O)N2CC3(C)CC2CC(C)(C)C3)cc1OC (configuration not stated)	98	-3	100	-9	-12	-5	0	27	99	-6	-3
COc1ccc(CCNC(=S)Nc2cccc3ccccc23)cc1	104	-52	103	-4	-5	-6	-4	11	106	-10	-2
COC(=O)c1ccccc1Oc1nc(Cl)cc(OC)n1	97	-19	98	0	6	0	-9	9	96	-3	-2
CCOC(=O)C1(Cc2cccc(OC)c2)CCN(Cc2cnc(N)nc2)CC1	100	-61	102	-2	-5	-4	2	18	105	-3	-4
CN(CCOC(=O)c1ccc2c(c1)OCCO2)C(C)(C)C	101	19	102	-6	-3	0	-2	14	100	-5	-5
CN(CC(=O)Nc1ccc(F)cc1)c1ccc(S(=O)(=O)N2CCCCC2)cc1[N+](=O)[O-]	105	-10	105	-4	-1	-1	-2	9	104	2	-1
CCCCn1nnnc1SCC(=O)NNC(=O)C1CCCCC1	102	-13	102	-3	-3	-3	-1	20	104	-1	-2
CC12CC(c3ccccc3O1)C(C(=O)NCc1ccccc1)C(=O)N2 (configuration not stated)	102	-2	102	0	2	-1	0	19	103	-2	0
COc1ccc(NC(=S)N2CCC(C(=O)c3ccc(C)cc3)CC2)c(OC)c1	97	-14	96	-3	0	-2	0	18	92	-2	0

Reformatted: results already given.
SMILES,RGS4-Gao reg,Mcl1 Bid PPI,RGS8-Gao reg,Bcl-B Bim block,Bim-Bfl-1,Bim-Bcl-2,Mcl-1 Bim block,GSH bead fluor,RGS7-Gao reg,Bcl-XL Bim block,Bim-Bcl-W
COc1ccc(CCNC(=S)Nc2cccc3ccccc23)cc1,104,-52,103,-4,-5,-6,-4,11,106,-10,-2
COC(=O)c1ccccc1Oc1nc(Cl)cc(OC)n1,97,-19,98,0,6,0,-9,9,96,-3,-2
CCOC(=O)C1(Cc2cccc(OC)c2)CCN(Cc2cnc(N)nc2)CC1,100,-61,102,-2,-5,-4,2,18,105,-3,-4

More records:
SMILES	RGS4-Gao reg	Mcl1 Bid PPI	RGS8-Gao reg	Bcl-B Bim block	Bim-Bfl-1	Bim-Bcl-2	Mcl-1 Bim block	GSH bead fluor	RGS7-Gao reg	Bcl-XL Bim block	Bim-Bcl-W
O=c1[nH]c(C2CC2)nc2sc3c(c12)CCCC3	95	-26	97	-4	-6	-4	0	10	96	-2	0
Cc1ccc(S(=O)(=O)N2CCN(c3ccc([N+](=O)[O-])c(NCCN4CCOCC4)c3)CC2)cc1	73	-16	88	-8	-10	-9	-3	20	96	-9	-3
O=S(=O)(Nn1cnnc1)c1ccc(F)cc1	96	-12	100	-7	-7	-5	-1	11	101	-5	-2
O=C(CS(=O)(=O)c1ccccc1)NCc1ccco1	102	-27	101	-2	-6	-3	1	11	100	0	-1
Cc1nn(-c2ccccc2)c2c1C(c1c(C)[nH]c(C#N)c1C)C(C#N)=C(N)O2 (configuration not stated)	106	-12	105	-7	-13	-7	-3	22	106	1	0
c1ccc(CSc2nnc(-c3cccs3)n2Cc2ccco2)cc1	105	-10	105	-10	-1	10	-5	17	103	-7	-4
Cc1cc(C)c2cc(CN(Cc3cccs3)Cc3nnnn3CC3CCCO3)c(=O)[nH]c2c1 (configuration not stated)	99	8	97	-13	-20	-11	-9	39	96	-10	-6
C(=N\n1cnnc1)/c1cccnc1	93	-31	93	0	0	0	0	9	94	-1	0
COc1ccccc1/C=C/C(=O)NCc1cccnc1	97	-8	102	0	-5	-4	-1	9	94	-1	0
C=CCn1c(SCC(=O)Nc2ccc3c(c2)OCO3)nnc1-c1ccccc1OC	98	-3	99	-3	-2	-2	-1	23	98	0	-2
COc1ccc(C2=C(O)C(C)N(c3ccccc3)C2=N)cc1OC (configuration not stated)	103	-23	102	0	-3	-1	0	11	110	-1	-1
CCOc1cc(C2NC(=O)NC(O)(C(F)(F)F)C2C(=O)c2ccc(OC)cc2)ccc1O (configuration not stated)	101	2	100	-8	-15	-13	-10	36	100	-14	-5
O=C1/C(=C\c2ccco2)SC(=S)N1c1ccccc1	100	-13	100	-11	-6	-10	-1	15	98	-6	-6
O=[N+]([O-])c1cccc(-c2nc(Oc3ccc(Cl)cc3)c3ccccc3n2)c1	100	-8	105	-3	-3	-2	2	9	102	-1	-2
CC(=O)c1cnc(SCC(=O)O)nc1C	104	1	103	-5	-4	-7	-4	14	103	-1	0
CC(=O)NC(=S)Nc1ccc(NC(=O)COc2ccc(Cl)cc2)cc1	108	-33	114	-4	-3	-5	-2	17	105	-1	-6
CSc1nc(C)cc(C)c1C(N)=O	99	-6	103	-2	0	0	0	22	99	-1	0
Nc1c2c(nc3ccn(Cc4ccccc4)c(=O)c13)CCC2	98	/	100	0	-4	0	2	32	99	-1	0
CCN(CC)S(=O)(=O)c1ccc(N)cc1	95	-35	100	-4	-6	-5	-1	11	95	0	-5
CCC(Sc1ccc2nnc(-c3ccc(F)cc3)n2n1)C(=O)O (configuration not stated)	100	-92	96	-3	0	0	-1	21	108	0	0
CC(C)(C)S(=O)(=O)c1cnc2c(-c3ccc(F)cc3)cnn2c1N	100	-15	111	-3	-1	-1	-6	15	100	-5	-3
CCOC(=O)N1CCN(C(=O)c2ccccc2NC(=O)c2ccc(Br)cc2)CC1	102	-14	103	-2	-1	1	-1	6	102	-4	-3
O=C(c1ccco1)N1CCN(c2ncnc3c(-c4ccccc4)nsc23)CC1	99	-22	100	1	1	4	6	13	104	0	4
CCn1c(NC(=O)c2ccc(F)cc2)c2ccccc2nc1=O	97	-1	101	-2	1	0	-2	14	102	-1	-2
CC(=O)c1cccc(NC(=O)CCS(=O)(=O)c2cccc3nonc23)c1	101	4	100	-6	-8	-5	0	33	101	4	-2
COC(=O)Cc1c(O)ccn(CCc2c[nH]c3ccccc23)c1=O	99	-57	100	0	-3	0	2	12	102	-2	-1
O=C(c1cccc2ccccc12)C1CCCN(C(=O)CCCn2cncn2)C1 (configuration not stated)	98	-2	100	-4	-5	-4	0	9	99	-4	-3
COC(=O)c1sc2cnccc2c1N	100	-23	100	-4	-2	-4	-4	11	101	-2	-3
CCOC(=O)c1[nH]c2ccc(OC)cc2c1NC(=O)CCN1CCCC(C)C1 (configuration not stated)	100	-85	101	0	-3	-2	0	23	98	0	0
Cc1ccc(-c2cn3cccnc3n2)cc1	104	-14	101	-3	-5	2	0	18	104	-3	-2
C=CCc1c(C)nc(-c2ccccc2)nc1N/N=C/c1ccccc1	97	2	97	-3	1	-2	-5	19	96	-7	-2
O=C1NC(c2cccs2)C(C(=O)c2ccccc2)C(O)(C(F)(F)F)N1 (configuration not stated)	104	-34	104	-9	-9	-10	-2	24	102	-3	-1
Cc1nc(N)nc(Cl)c1Cc1ccc(Cl)cc1	98	-24	100	-3	-2	-3	0	25	93	1	-1
Cc1nnc2sc(SCc3ccc(Br)cc3)nn2c1=O	89	-7	97	-2	-6	-1	-1	15	103	-2	1
CN(c1ccccc1)S(=O)(=O)c1ccc(NC(=O)c2cccs2)cc1	102	-44	102	-3	-5	-9	-1	13	105	-3	-3
CCn1c(SCc2ccccc2Cl)nc2nc3c(cc2c1=O)CCCC3	100	-6	104	-4	0	0	-7	10	101	-5	-7
O=C(c1cc2c(s1)CCCCC2)N1CCN(c2ncccn2)CC1	103	-21	99	-2	-9	-8	0	13	104	-3	4
CSc1ccccc1N=Cc1nc(-c2ccccc2)oc1O	97	-22	100	-5	-8	-3	-3	24	95	-2	3
Cc1cccc(N2CCN(C(=O)c3cc4c(=O)n(C)c5ccccc5c4n3C)CC2C)c1 (configuration not stated)	110	-27	120	-5	-6	-4	-1	20	109	-3	-3
CC(=O)c1cccc(N(C(=O)CNC(=O)c2ccco2)C(C(=O)NC2CCCC2)c2ccc(C)o2)c1 (configuration not stated)	101	-17	101	-1	-9	-11	-3	12	99	-5	-1
O=C(NCc1ccccc1)/C(=C/c1ccc(OC(F)F)cc1)c1ccccc1	101	-24	93	-6	0	-7	-7	16	104	-7	-6
CCc1ccc(OCCNC(=O)OCc2ccccc2)cc1	103	-24	102	0	0	-1	-1	12	102	-2	-2
N#Cc1cccc(NC(=O)c2nc(-c3ccccc3)n(-c3ccccc3)n2)c1	106	-21	105	1	0	0	0	11	103	2	-1
CC(C)(C)OC(=O)N1CCCC1C(=O)N1CCCC1C(=O)N1CCCC1C(=O)O (configuration not stated)	112	-12	107	0	1	5	0	27	112	1	1
COC(=O)c1sc(-c2ccccc2)cc1NC(C)=O	101	-7	109	0	-1	3	4	20	104	1	5
CN1c2ccsc2C(O)=C(C(=S)Nc2ccccc2)S1(=O)=O	98	21	99	-10	-19	-12	-7	25	102	-13	-4
CS(=O)(=O)N1CCN(C(=O)c2ccccc2)C1	102	-5	100	-7	-15	-7	-2	32	100	-4	0
O=C1CN(C(=O)COC(=O)c2cccc(OCc3ccccc3)c2)c2ccccc2N1	103	-15	106	-6	1	-1	-1	11	103	-3	-4
CCN(CCn1cccn1)C(=O)CC1C(=O)NCCN1Cc1ccc(OC)c(OC)c1 (configuration not stated)	100	-35	105	-2	-6	-2	-5	14	97	0	0
C=CCNC(=S)N/N=C(\C)c1ccc(-n2ccnc2)cc1	103	-9	103	-7	-6	-2	5	6	104	-1	0
Next compounds.
SMILES	RGS4-Gao reg	Mcl1 Bid PPI	RGS8-Gao reg	Bcl-B Bim block	Bim-Bfl-1	Bim-Bcl-2	Mcl-1 Bim block	GSH bead fluor	RGS7-Gao reg	Bcl-XL Bim block	Bim-Bcl-W
CCOC(=O)c1[nH]nc2c1C(=O)N(Cc1ccccc1)C2=O	103	11	103	1	-4	-4	2	62	99	2	0
CCN(CC)S(=O)(=O)c1cc(-c2nnc(-c3ccc(Br)cc3)o2)ccc1Cl	101	-26	99	-1	0	2	1	18	99	0	0
COCCNC(=O)C(c1ccc(C)o1)N(C(=O)C(=O)NC1CCCCC1)c1ccc(F)cc1 (configuration not stated)	102	-5	101	-2	-2	-1	-2	11	101	0	0
CCOC(=O)c1c(NC(=O)CN2CCN(C(=O)c3ccco3)CC2)sc2c1CCCC2	101	2	103	-4	-1	-1	-5	20	103	-5	-1
CC1CCCC(NCC(O)COC(c2ccc(F)cc2)c2ccc(F)cc2)C1C (configuration not stated)	99	3	113	-8	-10	-1	0	18	102	-1	-1
O=S(=O)(c1ccc(Cl)s1)N1CCN(Cc2ccccc2)CC1	100	-29	99	-6	-13	-5	0	24	97	-3	-3
O=C(CCSCc1ccccc1Cl)NC1CCCCC1	98	-8	100	-1	-4	-2	-2	16	95	-6	-1
Cc1ccc(NC(=O)C2CCN(C(=O)c3ccccc3C)CC2)cc1	102	5	105	-6	-1	-1	-4	4	103	-5	-2

Assay outcomes as filed in PubChem BioAssay.
